# pAkt inh: HTS Assay for Inhibitors of Akt Phophorylation: Primary Screen; Neuro2A IGF-stimulated pAkt S473 HTRF, 20 min; active compounds read low; activity change, % for hits at 50 µM; actives 0.32% (n = 360,000); in the data active means activity change below about -80%; inconclusive means mostly about -51% to -80%; further: on the % scale 0 is the no-effect control and ±100 the full control effect
#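 Neuro2A cells (4,500/well, DMEM with 0.5% FBS) were treated with compound at a single 50 µM final concentration, stimulated with 6 nM IGF for 20 min at 37 °C, and lysed. Phospho-Akt Ser473 was read by HTRF as 665/615 ratio ×10^4.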
# EPAC2 ag: qHTS for Agonist of cAMP-regulated guanine nucleotide exchange factor 4 (EPAC2): primary screen; Potency, µM (series often up to 154 µM), for inactives: top-dose activation, hits mostly activators; EPAC2 activation, biochemical qHTS; response scale: 100% = 6.5 mM cAMP response; actives 0.079% (n = 360,000); Rap guanine nucleotide exchange factor 4 (Homo sapiens), Q8WZA2; AID 720711, 2013; further: potency means the concentration at half of the fitted maximal effect; nearly all actives have a fitted effect of over 50% in size
#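 Each well held 100 nM EPAC2, 250 nM RAP1B-BODIPY-GDP and 50 uM GDP. Fluorescence, read at 5-min intervals to 30 min, was referenced to a 6.5 mM cAMP positive control.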
# PTHR1 ag: qHTS for PTHR1 Agonists: Primary Screen | actives 0.075% (n = 410,000) | Potency, µM (highest dose often 115 µM), for inactives: at the top dose activation, most hits filed as activators | Parathyroid hormone/parathyroid hormone-related peptide receptor (Homo sapiens), Q03431 | AID 743266, 2014 | HEK293 GP2 PTHR1 cells, GloSensor cAMP luminescence, 1 h; further: potency means the concentration at half of the fitted maximal effect; nearly all actives have a fitted effect of over 55% in size; some results filed as inactive show a strong effect at the top dose; inactives centre near -15; many of its hits are not listed in these tables
# Target sequence (Q03431 whole entry, looked up): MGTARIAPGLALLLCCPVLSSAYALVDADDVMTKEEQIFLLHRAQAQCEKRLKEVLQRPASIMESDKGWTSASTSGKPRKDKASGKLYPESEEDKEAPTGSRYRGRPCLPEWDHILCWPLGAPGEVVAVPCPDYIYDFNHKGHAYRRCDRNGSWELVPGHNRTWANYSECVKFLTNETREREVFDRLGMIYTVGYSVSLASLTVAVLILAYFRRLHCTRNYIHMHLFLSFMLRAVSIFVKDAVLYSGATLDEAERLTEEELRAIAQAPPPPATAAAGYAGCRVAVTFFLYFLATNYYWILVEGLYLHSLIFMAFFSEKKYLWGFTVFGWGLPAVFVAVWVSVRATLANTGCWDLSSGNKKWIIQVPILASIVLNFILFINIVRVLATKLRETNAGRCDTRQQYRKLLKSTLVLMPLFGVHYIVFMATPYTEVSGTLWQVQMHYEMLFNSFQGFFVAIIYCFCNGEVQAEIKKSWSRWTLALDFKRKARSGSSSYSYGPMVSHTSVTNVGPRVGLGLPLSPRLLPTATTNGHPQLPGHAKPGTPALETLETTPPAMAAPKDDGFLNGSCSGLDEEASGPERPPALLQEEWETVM
#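 HEK-293-derived GP2 cells expressing PTHR1 and a GloSensor cAMP reporter, 3,000/well, plated overnight, given luciferin plus IBMX (each 0.5 mM as added) for 1 h at 37 °C, then compound for 1 h at 37 °C. Luminescence was read after 15 min at room temperature.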
# EPAC2 antagonist: qHTS for Antagonist of cAMP-regulated guanine nucleotide exchange factor 2 (EPAC2): primary screen. actives 0.18% (n = 360,000). Potency, µM (top dose mostly 114 µM), without a hit: top-dose activity, negative = inhibition, usual class: inhibitors. EPAC2 GEF exchange of Rap1B-BODIPY-GDP, fluorescence. Rap guanine nucleotide exchange factor 4 (Homo sapiens), Q8WZA2; further: potency means the concentration at half of the fitted maximal effect; on the % scale 0 is the no-effect control and ±100 the full control effect; nearly all actives have a fitted effect of over 45% in size; many of its hits are not listed in these tables
# D3 antag: qHTS of D3 Dopamine Receptor Antagonist: qHTS; max response, negative = inhibition, %; actives 2.5% (n = 360,000); D(3) dopamine receptor (Homo sapiens), P35462; D3R cells, DiscoveRx beta-arrestin luminescence, antagonist mode; active compounds read low; in the data active means max response below about -50%; inconclusive means no clear call, values can overlap the other calls; further: on the % scale 0 is the no-effect control and ±100 the full control effect; mostly tested at two doses, the higher about 12 µM
# Target sequence (P35462 whole entry, looked up): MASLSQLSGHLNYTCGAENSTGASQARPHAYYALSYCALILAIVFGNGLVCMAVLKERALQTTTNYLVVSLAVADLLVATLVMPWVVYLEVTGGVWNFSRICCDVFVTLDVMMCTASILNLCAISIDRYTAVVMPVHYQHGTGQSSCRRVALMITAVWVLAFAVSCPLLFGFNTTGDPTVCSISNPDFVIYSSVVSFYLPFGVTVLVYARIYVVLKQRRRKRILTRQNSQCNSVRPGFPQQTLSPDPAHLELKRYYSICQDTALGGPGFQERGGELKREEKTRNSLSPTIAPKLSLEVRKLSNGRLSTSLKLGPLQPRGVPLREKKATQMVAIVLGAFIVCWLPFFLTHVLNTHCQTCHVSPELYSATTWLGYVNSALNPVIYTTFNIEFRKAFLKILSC
#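 Cells expressing the human receptor were seeded at 1500 cells/well, incubated overnight at 37 degrees C in 5% CO2, then exposed to library compounds with dopamine controls for 90 minutes at 37 degrees C before luminescent detection.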
# D3 ag: qHTS of D3 Dopamine Receptor Agonist: qHTS; D(3) dopamine receptor (Homo sapiens), P35462; max activation, %; D3R DiscoveRx beta-arrestin cells, luminescence, 90 min; actives 0.58% (n = 410,000); AID 652048, 2013; in the data active means max activation above about 30%; further: 0% is about no effect; mostly tested at two doses, the higher about 12 µM
#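 Cells at 1500/well, incubated overnight, then treated with pinned compounds (dopamine as control) for 90 min at 37 degrees C. DiscoveRx reagent added for 30 - 60 minutes at room temperature; luminescence read.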
# MmCpn inh: Inhibitors of TCP-1 ring complex (TRiC) of Methanococcus maripaludis (MmCpn): qHTS. Chaperonin Mm-Cpn (Methanococcus maripaludis). purified Mm-Cpn ATPase, ADP Transcreener TR-FRET. Potency, µM (highest dose often 76.9 µM), for the others: top-dose activity, negative = inhibition, actives largely listed as inhibitors. actives 0.031% (n = 330,000). AID 504842, 2011; further: potency means the concentration at half of the fitted maximal effect; on the % scale 0 is the no-effect control and ±100 the full control effect; nearly all actives have a fitted effect of over 80% in size
#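 Purified archaeal Mm-CPN (25nM final) preincubated 10 min at 37degC with compound, then 10uM ATP for 30 min at 37degC; ADP measured by HTRF Transcreener TR-FRET; buffer 30 mM TRIS pH 7.4, 100mM KCl, 5mM MgCl2, 1mM DTT.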
# CCT modulator: High-Throughput Screening for Modulators of Cytosolic Chaperonin Activity; purified chaperonin ATPase assay, HTRF ADP detection, 30 min; activity change, % (test concentration not listed), hits read low; actives 0.3% (n = 360,000); AID 651819, 2012; in the data active means activity change below about -30%; further: on the % scale 0 is the no-effect control and ±100 the full control effect
#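 First, chaperonin was dispensed at 40 nM or 20 nM final depending on batch activity. Next, compounds were pinned at 76 uM and ATP added at 10 uM. After 30 min at 37 °C, ADP detection reagents ran 30 min at ambient temperature.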
# An asterisk follows results filed as active; i = inactive; ? = inconclusive; nt = not tested or not shown; & = joins results of further samples; [ ] = another dose, or the depositor's remark. Unless noted, the call rests on the fitted dose curve; in most records, active means well fitted curve in the direction sought with a large enough effect; inconclusive means small, poorly fitted or top-dose-only effect, or another doubt; inactive means no such curve, though single readings can be large; an effect the other way counts as inactive or inconclusive. Not all compounds are listed; the hit share may differ from the screen's.
SMILES,pAkt inh,EPAC2 ag,PTHR1 ag,EPAC2 antagonist,D3 antag,D3 ag,MmCpn inh,CCT modulator
Cc1nnc(SCc2ccc(Cl)cc2)nc1/C=C/N(C)C,i,8%,-51%[inhibitor],-29%,31,-3,-1%,-1.8
CCOC(=O)c1cc2c(OC)c(OC)ccc2c2[nH]cc(C#N)c(=O)c12,i,-7%,i,-18%,-11,-4,nt,-1.9
Cc1ccc(NS(=O)(=O)c2ccc(-c3csc(C)n3)s2)c(C)c1,i,22%,-13%,-11%,-14,-25,3%,-2.1
COc1ccccc1-c1cccc([C@@H]2C[C@H]3[C@H](CON3C)CN2S(=O)(=O)c2ccccc2C)c1,i,12%,-19%,15%,40,3,nt,0.8
CC(NC(=O)CCCN1C(=O)c2ccccc2C1=O)c1ccc2c(c1)CCCC2 (centres undefined),i,-2%,-9%[57.5 µM],2%,5,-6,2%,-0.4
N#Cc1ccc(-c2nc3ccc(Cl)cn3c2Cc2cccc(F)c2)cc1,i,14%,-21%,-19%,15,4,nt,0.2
O=C(NC(Cc1ccccc1)C(=O)O)/C(=C/c1cccc([N+](=O)[O-])c1)NC(=O)c1ccco1 (centres undefined),i,12%,-5%,2%,2,-14,0%,0.3
COc1cc(Cl)c(S(=O)(=O)NCc2ccccn2)cc1Cl,nt,2%,-4%[57.5 µM],9%,5,16,1%,-2.3
COc1cccc(CNC(=O)C2CCN(c3nn4c(=O)cc(C)nc4s3)CC2)c1,i,6%,i,2%,2,-2&1,2%,-1.9
COc1ccc(N(CC(=O)NCc2ccc3c(c2)OCO3)S(=O)(=O)c2ccccc2[N+](=O)[O-])c(OC)c1,i,3%,i,-7%,?,-19,0%,-2.0
CCOc1ccc(C2C(C(=O)Nc3ccccc3)=C(C)N=c3s/c(=C/c4cccc(OCC(=O)O)c4)c(=O)n32)cc1 (centres undefined),i,-17%,-20%,0%,-5,-2,-1%,-0.2
Cc1csc(CN(C)C(=O)CC2C(=O)NCCN2Cc2ccccc2C)n1 (centres undefined),i,-1%,i,-12%,0,1,nt,1.7
NCCCNc1ccc([N+](=O)[O-])cc1C(F)(F)F,i,3%,-12%,2%,0,-3,-1%,-1.8
CCCn1c(=O)c2ccccc2n2c(SCC(=O)c3cc(C)n(CCOC)c3C)nnc12,nt,1%,-8%[57.5 µM],1%,4,-4,-1%,-0.7
CCOC(=O)c1cc(NC(=O)CCC(=O)O)ccc1N1CCCCC1,i,3%,-3%,5%,61,4,-2%,-1.4
CCOC(=O)N1CCN(S(=O)(=O)c2ccc(C(=O)N(CCN(C)C)c3nc4ccc(CC)cc4s3)cc2)CC1,i,6%,-8%,1%,2,-13,-1%,1.3
CC(=O)c1ccc(N2CCN(CC(=O)Nc3ccccc3C(=O)NC3CC3)CC2)c(F)c1,i,9%,-7%,1%,-4,2,-2%,-0.5
O=C(CN1C(=O)NC2(CCOc3ccccc32)C1=O)NCC(F)(F)F (centres undefined),i,9%,-25%,0%,-8,-12,-2%,-2.0
CC(C)c1ccc(S(=O)(=O)N2CCN(C(=O)c3cc(-c4ccccc4)n[nH]3)CC2)cc1,i,-2%,-37%[inhibitor],-6%,14,1,0%,-1.0
C[C@H]1CN([C@@H](C)CO)S(=O)(=O)c2ccc(C#Cc3cccnc3)cc2O[C@@H]1CN(C)C(=O)Nc1ccc2c(c1)OCO2,i,8%,-26%,-2%,-23,-10,nt,-2.1
COc1ccc(NC(=O)/C=C/c2ccco2)cn1,i,-6%,-5%,5%,11,2,2%,-1.9
CN1C(C(=O)Nc2ccc(OC(F)(F)F)cc2)=CC(c2ccco2)=NS1(=O)=O,i,-13%,-31%[inhibitor],-21%,-18,7,0%,-0.3
O=[N+]([O-])c1ccc(/C=N\N2CCN(c3ccc(Cl)cc3)CC2)cc1,i,-3%,-23%[57.5 µM],3%,28,4,-1%,-1.8
O=C(CCC(=O)N1CCOCC1)NCCc1ccc(F)cc1,i,10%,15%,-1%,-11,1,0%,-2.1
CCN(CC)c1nc2c(c(=O)[nH]c(=O)n2C)n1CCCc1ccccc1,i,7%,17%,-22%,-2,-2,-3%,-2.1
C=CCn1cc(CN2CCC(C(=O)Nc3cccc(-c4cccc(F)c4)c3)CC2)c(C)n1,i,8%,0%,-3%,0,-10,-2%,-2.3
C=C(C)C(=O)Oc1ccc(N2C(=O)CCC2=O)cc1,i,-3%,13%,-2%,-16,-9,1%,1.2
COc1cc(/C=C(/C#N)C(=O)NCCc2c[nH]c3ccccc23)ccc1OCc1ccccc1F,i,1%,-3%[57.5 µM],1%,-21,4,2%,-1.8
Cc1ccc(S(=O)(=O)NC(C)C(=O)NC2CCCCCC2)cc1 (centres undefined),i,4%,i,4%,6,1,-4%,-0.6
C/C=C(\C)C(=O)NCCN1C2=NC[C@H](Cc3ccccc3)N2C[C@@H]1Cc1ccc(OC)cc1,i,2%,-5%,4%,-52*,0,nt,1.0

# Part of the list above, reformatted.
structure	pAkt inh	EPAC2 ag	PTHR1 ag	EPAC2 antagonist	D3 antag	D3 ag	MmCpn inh	CCT modulator
CCN(CC)c1nc2c(c(=O)[nH]c(=O)n2C)n1CCCc1ccccc1	i	7%	17%	-22%	-2	-2	-3%	-2.1
C=CCn1cc(CN2CCC(C(=O)Nc3cccc(-c4cccc(F)c4)c3)CC2)c(C)n1	i	8%	0%	-3%	0	-10	-2%	-2.3

# Continued:
SMILES,pAkt inh,EPAC2 ag,PTHR1 ag,EPAC2 antagonist,D3 antag,D3 ag,MmCpn inh,CCT modulator
Cc1ccc(NC(=O)C[n+]2ccccc2)cc1C,i,2%,i,6%,?,-5,2%,1.2
CNS(=O)(=O)c1ccc(NCC2COc3ccccc3O2)c([N+](=O)[O-])c1 (centres undefined),i,0%,i,-2%,-17,-1,1%,-1.6
Cc1cc(C)cc(Nc2ncnc3nc[nH]c23)c1,i,12%,-2%,2%,6,9,0%,1.3
Cc1ccc(O)c(C(=O)c2cnc3c(c2)CN(C)C(=O)N3)c1,i,4%,i,5%,-17,-6,3%,-0.7
COc1cc(/C=C(\C#N)C(=O)NCC2CCCO2)ccc1OCCC(C)C (centres undefined),i,3%,-5%,-21%,-10,2,0%,-1.1
c1ccc(Cn2c(SCc3cn4cccnc4n3)nnc2-c2ccco2)cc1,i,4%,-19%,-6%,-2,-5,-16%,2.1
CCOC(=O)c1nn(-c2cccc(Cl)c2)c2nc(CC(C)C)c(C#N)c(=O)n12,i,10%,i,-3%,23,-6,-2%,-3.7
CC1CCN(c2nc3c(c(=O)n(C)c(=O)n3C)n2CCSc2nc3ccccc3s2)CC1,i,-8%,-2%,5%,27,7,0%,-2.4
CC(CO)Nc1nc(SCc2ccccc2)nc2sc3c(c12)CCC3 (centres undefined),i,9%,i,3%,4,-8,-6%,0.2
C/C(=C1/SC(N2CCCC2)=NC1=O)c1ccc(Br)cc1,i,12%,-13%[57.5 µM],0%[57.1 µM],0,7,-1%,-4.6
Cc1cccc(CC(=O)NCCS(=O)(=O)N2CCN(c3cccc(Cl)c3)CC2)c1,i,-6%,-10%,-4%,-24,-20,2%,0.0
CN(C)c1ccc(/C=N/NC(=O)c2cccc(N3CCCC3=O)c2)cc1,i,0%,-4%,5%,-10,-3,0%,-2.5
CCOc1ccc(OCC(=O)NCc2n[nH]c(=O)c3ccccc23)cc1,i,-6%,-11%,13%,2,-8,0%,1.7
O=C(COc1ccccc1Br)NC1CC1,i,4%,i,8%,6,-5,-6%,0.3
O=C(CCc1ccccc1)NNC(=S)NC(=O)c1ccccc1,i,4%,?,4%,0,-8,-1%,1.9
c1ccc(-n2nnnc2Oc2ccc(-c3nnco3)cc2)cc1,i,-1%,i,-3%,13,-2,1%,1.0
c1cc2c(cc1NC1CCCCCC1)OCO2,i,3%,i,-3%,12,1,-1%,-0.1
CN(CC(=O)Nc1ccc(F)c(F)c1F)C(=O)C1CSC2(C)CCC(=O)N12 (centres undefined),i,-1%,-36%,0%,4,2,0%,1.6
CCOC(=O)c1cc2sccc2n1Cc1ccc(C#N)cc1,i,13%,i,0%,20,0,-4%,0.0
Cc1ccc(C)c(NC(=O)c2c(Cl)nc3ccccn23)c1,i,13%,i,-13%,10,-4,1%,-3.1
CN1C(=O)COc2ccc(C(=O)c3ccccc3C(=O)O)cc21,i,2%,-1%,11%,19,1,0%,-2.4
COc1ccc(CNC(=O)c2cccc(N3CCCC3=O)c2)cc1,i,-5%,6%[57.5 µM],6%,-17,-2,1%,0.7
O=C(O)CSC(C(=O)Nc1ccc(Br)cc1)c1ccccc1 (centres undefined),i,2%,i,-15%,-8,3,-5%,2.9
Cc1ccnc(NC(=O)CC(NC(=O)c2ccccc2Cl)c2ccccc2)c1 (centres undefined),i,0%,i,9%,-1,2,1%,-0.7
CN1Cc2c(N3CCOCC3)nc(SCc3ccccc3)c(C#N)c2CC1(C)C,i,16%,?,-6%,-28,-11,-4%,-2.9
Cc1cc(C(=O)NCc2cccc(Cl)c2)c2ccccc2n1,i,2%,i,-19%,4,-5,3%,0.9
CC(C)N1CCC(N2CCN(Cc3cccnc3)CC2CCO)CC1 (centres undefined),i,6%,10%,-6%,6,5,-1%,0.5
c1ccc2c(c1)nc1n2CCN1CCN1CCCC1,i,4%,i,-1%,-112*,-36,0%,3.2
CCOc1ccccc1C(=O)NCC(=O)OCC(=O)c1ccc2c(c1)OCCO2,i,-14%,18%[57.5 µM],2%,-12,-1,4%,-2.9
O=C(CSc1nncn1-c1ccccc1)Nc1ccccc1F,i,12%,i,-14%,?,-4,1%,-2.1
CCSc1nc2ccccc2c(=O)n1OCC(=O)OC,i,4%,i,4%,5,7,-1%,-0.4
COc1cccc(NC(=O)CN(C)C(=O)c2cc(-c3ccc(F)cc3)nc3ccccc23)c1,i,0%,-37%[inhibitor],-13%,17,8,0%,-0.7

# High-throughput results: PubChem BioAssay, National Center for Advancing Translational Sciences (NCATS)
